MsrA inh: bovine MsrA enzyme inhibitors, primary screen, biochemical, absorbance, HTS | purified bovine MsrA, absorbance read-out | inhibition, % at 15.5 µM | actives 0.75% (n = 360,000); in the data active = inhibition above about 4.5%;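 note: 0% = vehicle wells with enzyme and 100% = reference inhibitor wells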
SUMO1 PPI mod: modulators of SUMO1 protein-protein interactions, primary screen, biochemical, uHTS; Small ubiquitin-related modifier 1 (Homo sapiens), P63165; SUMO1 binding to a labelled peptide, TR-FRET, 1 h; actives 0.33% (n = 360,000); AID 602429, 2012; inhibition, % at 20 µM; in the data active = inhibition above about 37%
Target sequence (P63165 whole entry, looked up): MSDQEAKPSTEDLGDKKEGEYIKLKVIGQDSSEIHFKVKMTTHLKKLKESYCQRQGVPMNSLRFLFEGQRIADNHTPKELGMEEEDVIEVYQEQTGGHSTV
Scp-1 inhibitor: Scp-1 phosphatase inhibitors, primary screen, biochemical, colorimetric, uHTS; AID 493091, 2011; Recombinant Scp1, phosphopeptide, malachite green phosphate absorbance; Carboxy-terminal domain RNA polymerase II polypeptide A small phosphatase 1 (Homo …; inhibition, % at 20 µM; actives 0.88% (n = 340,000);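 active = inhibition above about 50% at 20 µM, limit read from the data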;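 note: plate controls were DMSO wells with enzyme for no effect and wells lacking enzyme for full effect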
Target sequence (Q9GZU7 76-261 limits assumed): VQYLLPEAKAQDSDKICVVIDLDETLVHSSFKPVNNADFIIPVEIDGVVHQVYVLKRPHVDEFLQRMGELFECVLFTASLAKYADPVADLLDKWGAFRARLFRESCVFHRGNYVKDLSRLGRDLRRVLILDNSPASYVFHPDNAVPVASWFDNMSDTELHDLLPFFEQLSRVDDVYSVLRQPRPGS
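Test system: SCP-1 phosphatase catalytic domain, residues 76-261 | Compound dosing: One concentration, 20 µM, with 1.0% DMSO | Schedule: 45 min room-temperature reaction, 5 min colour, 30 min stabiliser | Detection: Absorbance at 630 nm | Read-out basis: % inhibition of SCP-1 phosphate liberation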
TbMetRS inhib: T. brucei MetRS inhibitors, primary screen, biochemical, luminescence; methionyl-tRNA synthetase (Trypanosoma brucei brucei); actives 0.4% (n = 360,000); AID 624268, 2012; purified T. brucei MetRS, ATP depletion, Kinase-Glo luminescence; inhibition, % at 11.9 µM;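 active = inhibition above a per-plate cutoff of the control wells' mean inhibition plus 3 SD, cut at about 5.5% in these data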;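 note: 0% = DMSO wells median and 100% = median of wells with control inhibitor compound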
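Material: parasite MetRS enzyme / Replication: singlicate, one well per compound / Signal: luminescence of leftover ATP / Schedule: 2 h aminoacylation at 25 °C after 15 min preincubation / Medium: HEPES-MgCl2-KCl buffer plus DTT, spermine, BSA, pyrophosphatase / Doses: 11.9 µM single point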
DNMT1 block: human DNMT1 methyltransferase inhibitors, primary screen, biochemical, molecular beacon, fluorescence, HinP1I cleavage, uHTS | DNA (cytosine-5)-methyltransferase 1 (Homo sapiens), P26358 | inhibition (reported as % activation of signal), % at 10 µM | actives 0.83% (n = 360,000); in the data active = inhibition above about 50%
LMPTP inh: LMPTP phosphatase inhibitors, primary screen, biochemical, fluorescence intensity, uHTS; Low molecular weight phosphotyrosine protein phosphatase (Homo sapiens), P24666; recombinant LMPTP-A, OMFP fluorogenic substrate; inhibition, % at 20 µM; actives 0.22% (n = 360,000); AID 651560, 2012;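 active = compounds that cut the enzyme signal by at least half of the control window in the single-dose screen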;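 note: plate controls were DMSO wells with enzyme plus substrate for no effect and substrate without enzyme for full effect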
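Material: LMPTP-A; amount: 0.625 nM enzyme; doses: single 20 µM dose; times: reaction 50 min, room temperature, dark; technique: fluorescence intensity of OMFP turnover product; benchmarks: no-enzyme and uninhibited controls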
NadD inh: inhibitors of S. aureus NadD, primary screen, biochemical, colorimetric, uHTS | Nicotinate-nucleotide adenylyltransferase NadD (Staphylococcus aureus N315) | purified NadD enzyme, colorimetric absorbance read-out | inhibition, % at 20 µM | actives 0.78% (n = 360,000) | AID 602399, 2012; in the data active = inhibition above about 26%; note: some compounds past the cut are filed as inactive
CSN inh: inhibitors of CSN-mediated cullin deneddylation, primary screen, biochemical, fluorescence polarization, uHTS; COP9 signalosome complex subunit 5 (Homo sapiens), Q92905; inhibition, % at 12.5 µM; actives 0.38% (n = 360,000); Purified CSN, SCF-Nedd8-OG deneddylation;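 active = pattern-corrected inhibition above about 35%, with an unprinted fluorescence ratio check between 0.5 and 1.5, limit read from the data, passing the limit was not always enough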;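 note: 0% = enzyme with substrate and 100% = substrate without enzyme; some results filed as inactive read as strong as hits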
Target sequence (Q92905 whole entry, looked up, one chain of several): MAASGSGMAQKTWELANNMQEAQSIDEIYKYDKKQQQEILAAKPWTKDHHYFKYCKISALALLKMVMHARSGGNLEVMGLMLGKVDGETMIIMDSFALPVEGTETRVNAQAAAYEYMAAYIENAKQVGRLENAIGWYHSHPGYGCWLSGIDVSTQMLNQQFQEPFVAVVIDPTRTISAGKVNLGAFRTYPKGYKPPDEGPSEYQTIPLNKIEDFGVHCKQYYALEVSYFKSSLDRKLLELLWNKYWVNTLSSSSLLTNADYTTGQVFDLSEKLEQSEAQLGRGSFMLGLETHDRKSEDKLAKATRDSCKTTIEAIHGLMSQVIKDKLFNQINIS
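Material: purified human Csn5 enzyme expressed in HEK293T cells / Medium: Tris buffer pH 7.5, NaCl, DTT, Tween-20, trehalose, ovalbumin / Compound dosing: 12.5 µM single point / Schedule: 90 min incubation of compound, enzyme and substrate at room temperature / Signal: fluorescence polarization of the substrate / Control set: no-enzyme wells high, enzyme-with-substrate wells low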
Rpn11 inh: Rpn11 (PSMD14) deubiquitinase inhibitors, primary screen, biochemical, fluorescence polarization, uHTS; human 26S proteasome, Ub4-pepOG fluorescence polarization; 20S core pre-blocked with epoxomicin; calls only at 20 µM; actives 0.59% (n = 360,000);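 active = inhibition at 20 µM, scaled to each plate's controls, above about 33%, limit read from the data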
Target sequence (O00487 whole entry, looked up): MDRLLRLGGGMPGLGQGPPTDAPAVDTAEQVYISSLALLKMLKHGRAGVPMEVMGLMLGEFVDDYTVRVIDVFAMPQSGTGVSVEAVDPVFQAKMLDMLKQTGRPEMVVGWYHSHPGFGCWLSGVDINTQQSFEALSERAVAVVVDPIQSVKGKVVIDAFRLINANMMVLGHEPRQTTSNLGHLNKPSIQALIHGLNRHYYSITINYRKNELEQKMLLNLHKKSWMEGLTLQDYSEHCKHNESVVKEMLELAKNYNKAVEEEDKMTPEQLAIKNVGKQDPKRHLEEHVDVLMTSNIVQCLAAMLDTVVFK
STEP inh: STEP phosphatase inhibitors, primary screen, biochemical, fluorescence intensity, uHTS; Tyrosine-protein phosphatase non-receptor type 5 (Homo sapiens), P54829; actives 0.25% (n = 360,000); inhibition, % at 20 µM; recombinant STEP, OMFP fluorogenic substrate;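 active = inhibition at 20 µM, scaled per plate between control wells, above about 37%, limit read from the data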;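 note: 0% = DMSO with enzyme and substrate and 100% = substrate only without enzyme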
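System: STEP (striatal-enriched tyrosine phosphatase) enzyme, cell-free; medium: Bis-Tris pH 6.0 buffer with DTT, detergent; dosing: 20 µM, 1% DMSO; times: reaction 20 min, ambient temperature; detection: fluorescence, 480/540 nm; read-out basis: normalized % inhibition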
The depositor's hits bear a star; i = inactive; . = not tested or not shown.

SMILES | MsrA inh | SUMO1 PPI mod | Scp-1 inhibitor | TbMetRS inhib | DNMT1 block | LMPTP inh | NadD inh | CSN inh | Rpn11 inh | STEP inh
CC(C)C(=O)N1CCCC1(C)C(=O)Nc1ccc(-n2cccc2)cc1 (centres undefined) | -2.1 | -4.1 | . | 0.1 | 1.9 | -1.4 | 5.3 | 2.9 | i | 0.9
O=C(CSc1nnc2ccccn12)NCCc1ccc(Cl)cc1 | -0.9 | -5.8 | -3.0 | -0.7 | -7.9 | 1.1 | 3.0 | 1.2 | i | -5.2
Cc1ccc(C(=O)Nc2c(-c3cccs3)c(=O)c3ccccc3n2C)cc1 | 3.2 | 0.2 | 0.2 | -0.6 | 3.2 | 1.0 | 0.2 | 1.4 | i | 0.9
COc1ccccc1N1CCN(C(=O)c2cc3cc(F)ccc3[nH]2)CC1 | 1.1 | 2.7 | -9.0 | 2.9 | -0.9 | 0.3 | -0.1 | -3.8 | i | -1.9
COc1ccc(-c2cc3c(=O)n(CC(=O)N4CCN(C)CC4)ncn3n2)cc1 | -0.9 | -3.4 | 2.4 | -1.2 | 4.0 | -1.4 | 0.3 | 2.5 | i | 2.4
COC(=O)c1ccc(C2C3=C(Nc4nnnn42)c2ccccc2OC3)cc1 (centres undefined) | 2.2 | -8.8 | -1.9 | -1.0 | -0.9 | -2.8 | -0.5 | 8.9 | i | -1.6
C/C(N)=C(/C#N)C(=O)COC(=O)CNS(=O)(=O)c1ccc(F)c(F)c1F | 0.7 | 1.0 | 6.9 | -0.4 | 2.0 | -1.5 | 0.2 | -2.4 | i | -3.7
CC1(C)OC(C)(C)/C(=C/Nc2ccc(O)cc2)C1=O | 2.5 | 13.6 | 35.7 | 0.8 | -5.3 | 9.1 | 6.4 | 4.4 | i | -0.6
CCCn1c(SCC(=O)NC2CCCCC2)nnc1-c1ccncc1 | -0.1 | -1.3 | -7.2 | -1.2 | 6.7 | 0.0 | -2.1 | -5.2 | i | -4.0
OCC[C@@H]1C[C@@H](O)[C@H](O)[C@@]2(Cc3ccccc3CCO2)O1 | -1.2 | -1.3 | -5.8 | -0.1 | 1.9 | 0.6 | -5.0 | -3.6 | i | -0.2
N=c1c(C(=O)NCCc2ccccc2)cc2c(=O)n3ccccc3nc2n1CCCN1CCOCC1 | 0.1 | -27.2 | -7.7 | 0.0 | 0.1 | 4.6 | 2.2 | -3.8 | i | 4.3
CC(C)(C)c1ccc(OCC(=O)N/N=C/c2cc(Br)ccc2OC(=O)c2ccco2)cc1 | -0.5 | 5.3 | 3.2 | 0.0 | 14.4 | 2.8 | 24.9 | 4.4 | i | -6.2
CC1CCN(C(=O)CN2C(=O)NC3(CCCCCC3)C2=O)CC1 | 1.5 | 2.7 | -7.7 | -0.4 | -0.5 | -1.4 | -3.5 | -4.6 | i | -2.4
CCOC(=O)Cc1ncccc1C(=O)Nc1ccc(Oc2ccccc2)cc1 | 0.9 | -21.7 | 0.7 | 0.4 | -10.0 | 1.1 | -2.0 | 7.2 | i | -4.9
Cc1oc(-c2ccc(Cl)cc2)nc1CS(=O)CC(=O)NC1CCCCC1 (centres undefined) | -0.2 | 3.6 | 13.6 | -0.3 | -1.4 | -0.5 | -1.2 | -0.6 | i | 1.9
Cc1ccc(Cc2c(-c3ccc(C)cc3)nc3ccc(Cl)cn23)cc1 | 0.2 | 3.4 | . | -0.8 | 7.6 | 2.2 | 5.0 | 2.8 | i | 2.1
COc1ccc(NC(=O)c2sc3nc(N4CCOCC4)c4c(c3c2N)CC(C)(C)OC4)c(OC)c1 | -0.3 | -2.1 | -6.2 | 0.1 | 4.5 | -0.4 | -13.3 | -3.0 | i | -0.5
CSc1ncccc1C(=O)N1CCN(S(=O)(=O)c2ccc3c(c2)OCCO3)CC1 | 0.3 | -1.2 | 2.0 | -0.3 | -1.8 | 0.6 | 0.0 | -7.2 | i | 1.6
O=C(CSc1nnnn1Cc1ccccc1)c1ccccc1 | 0.1 | -2.6 | -4.7 | -1.1 | 2.8 | -1.3 | -7.0 | 3.6 | i | -2.8
N#CCC(=O)Nc1ccc(C(=O)NNC(=O)c2ccccc2-n2cccc2)cc1 | -0.3 | 2.9 | 5.4 | 0.4 | 0.4 | 0.4 | 1.2 | -2.4 | i | 0.8
Cc1nn(C)c(Oc2ccc(Cl)cc2)c1C(=O)O | 0.2 | 3.2 | 0.5 | -0.3 | 1.5 | -1.0 | -4.7 | -2.3 | i | -4.6
COc1ccc(NC(=O)CSc2ccc(F)cc2)cc1S(=O)(=O)N1CCCCC1 | -0.1 | 0.8 | -13.8 | 0.5 | -3.4 | 0.3 | -1.7 | 1.2 | i | -4.4
Cn1cnnc1SC(C(=O)Nc1ccc(F)cc1)c1ccccc1 (centres undefined) | -0.2 | -0.9 | 2.6 | 0.2 | -1.6 | -0.5 | -0.4 | 3.2 | i | -3.8
CCC1(C)Cc2c(sc3c2c(=O)n(C)c2nnc(SCc4ccccc4)n32)CO1 (centres undefined) | 0.4 | 0.4 | 0.2 | -1.0 | 0.7 | 0.9 | -5.7 | 4.3 | i | 1.5
Cc1nn(-c2ccc(Cl)cc2)c(=O)c2c(C)noc12 | -1.2 | -2.0 | -7.3 | 0.3 | 3.1 | -2.1 | -2.5 | -0.7 | i | 2.3
COc1ccc(OC)c(C(=O)NC2CCSc3ccccc32)c1 (centres undefined) | -0.4 | -0.4 | -5.9 | 0.2 | -2.4 | 1.2 | -0.5 | -1.2 | i | -1.2
Cc1ccc(N=C(N(C)C)P(=O)(N(C)C)N(C)C)c(C)c1 | 0.8 | 3.7 | -7.3 | 0.9 | 1.7 | 0.9 | 4.1 | -1.4 | i | -0.5
COc1ccc(CCNC(=O)c2cccc(S(=O)(=O)NC(C)c3ccccc3)c2)cc1 (centres undefined) | 0.5 | -2.8 | -9.8 | 0.3 | -4.9 | -4.3 | 3.9 | 1.7 | i | -0.2
COc1ccc(NC(=O)N2CCCCC2c2cccnc2)cc1 (centres undefined) | 0.5 | 0.2 | -1.9 | -0.6 | 1.9 | -1.6 | -2.4 | -6.0 | i | 2.1
CC1=CC(C)(C)NC(=S)N1c1ccc(N(C)C)cc1 | 0.6 | 5.5 | -16.0 | -0.3 | -1.9 | -1.9 | -1.7 | 2.5 | i | 1.5
Cc1ccc(Sc2sc(=O)n(C)c2S(=O)(=O)c2ccc(C)cc2)cc1 | 1.0 | 3.3 | -10.1 | -0.9 | -5.5 | 3.1 | -9.2 | -5.4 | i | 3.6
O=C(CSc1nc2c(sc3ccccc32)c(=O)n1CCO)NCC1CCCO1 (centres undefined) | 1.8 | -4.1 | 8.1 | -0.8 | 0.3 | 1.2 | -5.2 | 1.5 | i | -0.1
Cc1ccc(C2=NS(=O)(=O)N(C)C(C(=O)NC3CCCCC3)=C2)cc1 | 3.6 | -7.3 | -9.2 | 0.2 | 3.0 | -1.6 | -5.5 | 3.4 | i | -1.3
Cn1c(=O)cc(SCC(=O)Nc2cccnc2)c2ccccc21 | 0.6 | 1.7 | 2.5 | -0.2 | 0.7 | -0.2 | 3.1 | -3.0 | i | -2.2
CSCCC(NS(=O)(=O)c1ccccc1F)C(=O)Nc1cccc(C)n1 (centres undefined) | 1.6 | -4.9 | 2.4 | -0.4 | 0.3 | 0.4 | -1.6 | 3.5 | i | -0.6
COc1ccc(/C(=N/OC(C)=O)c2nccc3cc(OC)c(OC)cc23)cc1OC | -0.3 | 0.9 | -0.8 | -0.6 | 1.3 | -0.9 | -1.4 | 2.9 | i | -1.9
O=C1CCCN1CC1CCN(Cc2nc(CC3CC3)no2)CC1 | -1.5 | 7.6 | -10.4 | -1.0 | 0.9 | -0.5 | -6.2 | -3.2 | i | -1.0
OC1CCC(Nc2ccn3nc(-c4cccc(OCc5ccccc5)c4)cc3n2)CC1 (centres undefined) | -0.4 | -1.8 | . | -0.3 | -15.2 | 1.9 | -9.1 | 5.0 | i | -2.8
Cc1ccc(CS(=O)(=O)CCC(=O)NCc2cccs2)cc1 | 0.0 | -6.9 | 0.2 | -2.2 | 5.6 | 0.1 | -3.7 | 1.6 | i | -4.0
O=C(Nc1cccc(Cl)c1N1CCOCC1)c1ccc([N+](=O)[O-])o1 | -1.2 | -10.8 | -10.7 | 0.5 | -1.0 | -0.4 | -8.2 | -0.2 | i | 1.0
CCOc1c(Cl)cc(CNCc2ccccn2)cc1OC | 1.0 | -0.8 | -4.1 | -0.5 | 2.5 | 3.8 | -4.1 | -3.0 | i | 2.0
COc1c(Cl)cccc1-c1cn2ccccc2n1 | -0.9 | 1.5 | -25.0 | -2.4 | 3.7 | 0.3 | -7.6 | -0.4 | i | 3.6
COc1ccc(/C(C)=N\NC(=O)CNC(=O)C(c2ccccc2)c2ccccc2)cc1OC | 0.4 | -0.1 | -2.2 | -0.7 | 19.9 | 0.1 | -1.5 | -2.3 | i | -0.5
N#Cc1ccccc1NC(=O)c1ccc(-c2ccccc2Cl)o1 | -0.6 | 12.4 | -0.3 | -0.3 | -4.7 | -1.5 | -9.3 | 0.8 | i | -0.4
COc1cc(C(=O)OCCNC(=O)c2ccncc2)cc(OC)c1OC | 0.6 | -1.6 | 6.1 | -1.2 | 1.7 | -1.3 | 1.6 | -5.0 | i | -2.7
CN1C(=S)SC(N(O)C(=O)Nc2cccc3ccccc23)C1(C)C (centres undefined) | -0.7 | -3.9 | -10.4 | -1.0 | -16.0 | -0.9 | -2.6 | 12.5 | i | 0.3
